# Shn3 3UTR inh = inhibitors of Schnurri-3 3'UTR reporter in osteoblasts | AID 588674 | inhibition, % at 12.5 µM | Clone20 osteoblast Shn3 3'UTR firefly luciferase, 24 h | hit rate 0.52% among 360,000;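 active means mean inhibition of at least 75% with every replicate also reaching 75%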;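 further: 0% = median of neutral control wells and 100% = pilot-screen positive control compound; some compounds past the cut are filed as inactive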
# CF NFkB inh = cystic fibrosis NF-kB activation inhibition | KKLEB NF-kB-GFP reporter, PAF-induced, GFP fluorescence overnight | inhibition, % at 5 µM | hit rate 0.86% among 360,000 | AID 588850;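 active means at least 50% inhibition at 5 µM, scaled per plate between neutral and stimulator controls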;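 further: PAF is a Pseudomonas aeruginosa culture filtrate used as stimulus; plate controls were PAF-stimulated DMSO wells for no effect and unstimulated DMSO wells for full effect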
# NR2E3 ag-1 = activates human NR2E3 receptor; CHO-S Gal4-NCOR/VP16-NR2E3 two-hybrid, luciferase; inhibition of corepressor binding, % at 3.98 µM; hit rate 0.35% among 360,000; AID 602229;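 active means inhibition above the mean of all tested compounds plus 3 SD, cut at about 70% in these data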;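 further: 0% = DMSO with NR2E3 transfected cells and 100% = cells lacking NR2E3 construct; higher means lower luciferase signal from less NR2E3 corepressor binding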
# Target sequence (Q9Y5X4 whole entry, looked up, the tested form may be a part): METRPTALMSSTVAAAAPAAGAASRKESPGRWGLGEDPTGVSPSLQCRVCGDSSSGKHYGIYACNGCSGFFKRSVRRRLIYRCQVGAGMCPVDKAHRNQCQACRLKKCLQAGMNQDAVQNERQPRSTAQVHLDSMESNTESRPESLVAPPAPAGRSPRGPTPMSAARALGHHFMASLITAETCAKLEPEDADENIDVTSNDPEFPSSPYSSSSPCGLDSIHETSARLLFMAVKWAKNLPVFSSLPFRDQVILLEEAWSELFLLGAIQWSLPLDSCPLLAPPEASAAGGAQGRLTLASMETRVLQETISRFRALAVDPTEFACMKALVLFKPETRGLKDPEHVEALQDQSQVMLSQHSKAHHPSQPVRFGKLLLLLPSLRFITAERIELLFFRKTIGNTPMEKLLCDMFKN
# KKLEB cytotox = reduces viability of KKLEB cystic fibrosis airway cells. activity change (cytotoxicity), % at 5 µM. KKLEB CF airway cells viability, ATPlite luminescence, overnight; stronger effect = lower value; cells stimulated with P. aeruginosa culture filtrate. hit rate 0.36% among 360,000;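 active means corrected activity change at or below -50% at 5 µM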
# NR2E3 ag-2 = activates human photoreceptor nuclear receptor NR2E3 | Q9Y5X4 | inhibition of corepressor binding, % at 4.78 µM | GST-NR2E3/biotin-RetCOR TR-FRET, 1536-well | hit rate 0.12% among 320,000 | AID 2300;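 active means percent inhibition above the cutoff of mean plus 3 SD of all tested compounds, set per screening campaign, cut at about 20% in these data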;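 further: 0% = DMSO wells and 100% = biotin wells as full block of FRET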
#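 Test system – NR2E3–RetCOR corepressor complex · Quantity – NR2E3 fusion 1.35 nM · Buffer or medium – Tris pH 7.5 · Incubation – Compound–protein incubation for 5 h at 4 °C · Technique – TR-FRET, Eu(K)-anti-GST donor, streptavidin-D2 acceptor, ex 340, em 617/671 nm · Evaluation – percent inhibition of 671/617 nm emission ratio versus biotin and DMSO controls · Plate – 1536-well format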
# TWEAK-Fn14 inh = blocks TWEAK-Fn14 interaction in a reporter cell assay | inhibition, % at 10 µM | TWEAK-stimulated Fn14 reporter cells, luciferase luminescence, 8 h | hit rate 2% among 360,000; in the data active means inhibition above about 50%
# MITF TRPM1 inh = reduces MITF-dependent TRPM1 promoter luciferase signal. SK-MEL-5 TRPM1 promoter luciferase, 24 h. inhibition, % at 12.5 µM. hit rate 0.83% among 330,000. AID 488899;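 active means mean inhibition across replicates of 60% or more, whatever share of single replicates reaches that level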; further: values of inactives mirror those of a sister screen read the other way
# HIF-2a inh = blocks HIF-2a reporter activity; 786-0 RCC cells HIF-2a reporter, luciferase luminescence, overnight; inhibition, % at 18.8 µM; hit rate 0.72% among 360,000;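 active means inhibition of the luminescence signal of 40% or more relative to plate controls, in a single-dose primary screen at 18.75 µM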
# hiPSC survival = hiPSC single-cell survival enhancement; ATPlite luminescence; 100% = ROCK inhibitor wells, 0% = DMSO; survival enhancement, % at 20 µM; hit rate 0.044% among 360,000; AID 602274; in the data active means survival enhancement above about 18%;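 further: cells exposed to compounds for 16 hours before the ATP read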
# Peg3 prom inh = Peg3 promoter activity inhibition. HeLa PEG-Prom luciferase reporter, luminescence, overnight. inhibition, % at 20 µM. hit rate 1.7% among 360,000. AID 588405;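 active means inhibition of at least 50% at 20 µM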
# aDG glyco up = increases alpha dystroglycan glycosylation | activation, % at 10 µM | hit rate 0.22% among 360,000 | Pro5-aDG cells, alpha-DG glycosylation AlphaScreen (IIH6); 0% Pro5, 100% B10-LARGE cell signal;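 active means activation of at least 8% versus controls, or a plate z-score of at least 8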;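 further: Pro5 are CHO cells carrying HIG-tagged alpha-DG that lacks glycosylation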
# Starred values were filed as active, the others as inactive; nt = not tested or not shown.
SMILES,Shn3 3UTR inh,CF NFkB inh,NR2E3 ag-1,KKLEB cytotox,NR2E3 ag-2,TWEAK-Fn14 inh,MITF TRPM1 inh,HIF-2a inh,hiPSC survival,Peg3 prom inh,aDG glyco up
O=C(CCNC(=O)c1ccc(Br)cc1)Nc1ccccc1N1CCOCC1,6,13,22,-14,3,20,-3,-4,1.3,4,-0.3
Cc1cccc(N2CCN(C(=O)CCn3c(=S)[nH]c4cc5c(cc4c3=O)OCO5)CC2C)c1 (centres undefined),-14,69*,9,1,-6,47,-10,-8,8.9,63*,-0.3
CN1CCN(C(=O)/C(=C/c2cccc([N+](=O)[O-])c2)NC(=O)c2ccccc2)CC1,-3,14,-34,-9,4,55*,-2,18,-0.4,12,-0.1
O=C(CCN1C(=O)/C(=C\c2ccco2)SC1=S)Nc1ccc(C(=O)O)c(O)c1,-8,-1,-13,10,1,0,-5,-8,0.2,17,0.1
Cn1c(=O)n(C)c2cc(NC(=O)c3cccc([N+](=O)[O-])c3)c(Br)cc21,-15,16,21,-11,-4,-11,12,3,-0.7,0,0.0
COCCn1c(=O)[nH]c2cc(C(=O)NCCN3CCN(c4cccc(Cl)c4)CC3)ccc2c1=O,23,-3,-21,5,2,21,13,10,-1.1,14,0.0
Brc1cccc(C2Nc3cccc4cccc(c34)N2)c1,6,-10,-20,-10,4,13,16,16,-0.8,-2,0.1
CCn1c2ccccc2c2cc(NC(=O)COC(=O)c3ccccc3O)ccc21,-15,0,-29,-11,5,-36,5,14,5.1,38,-0.4
CCOC(=O)C1(Cc2ccccc2)CCN(Cc2cnn(-c3ccccc3)c2)CC1,7,-6,-18,0,-1,5,-2,9,2.7,0,0.1
CC(=O)Nc1ccc(C(=O)NN2C(=O)c3ccccc3C2=O)cc1,1,5,-7,9,1,-20,8,16,-0.6,13,0.0
O=C(Nc1ccc(O)c(C(=O)O)c1)c1cccc(NC(=O)c2ccco2)c1,14,-3,10,5,1,-6,5,16,0.3,5,0.4
Cc1cccc(C)c1OCc1n[nH]c(=S)n1N,8,-25,-1,-13,2,-3,-10,12,0.6,2,-0.2
CCOc1ccc(-n2c(-c3ccccc3)c[nH]c2=S)cc1,-4,-6,-45,-10,2,-12,0,-21,-0.5,-22,0.0
CCCCCCOc1ccc(C(=O)NCCCn2ccnc2)cc1,8,6,-26,6,1,10,12,-29,-0.4,9,0.7
CCN1CCN(CC(=O)N2N=C(c3cccs3)CC2c2ccc(F)cc2)C(=O)C1=O (centres undefined),-8,4,-27,10,1,-11,10,-4,-0.9,19,-0.1
COc1ccccc1NC(=O)COC(=O)c1cc(C)oc1C,-1,1,1,-5,nt,-9,-13,-15,-1.3,-16,0.0
O=C(CCNC(=O)c1ccc([N+](=O)[O-])cc1)N/N=C/c1ccc(F)cc1,-4,-17,-14,15,0,-1,-6,11,-0.1,8,-0.2
Cc1ccc(C(=O)NC(=S)NNC(=O)COc2ccc([N+](=O)[O-])cc2)cc1,-11,1,-31,1,2,-11,11,-14,-0.7,7,0.0
CCc1ccc(NCc2cc3c(C)nn(-c4ccccc4)c3[nH]c2=O)cc1,-19,-11,-22,11,5,20,11,-17,0.1,11,0.6
COc1ccc(CNS(=O)(=O)c2c(C(=O)N3CCCCC3)c(C)n(C)c2C)cc1,1,-4,-12,11,3,-10,0,3,-0.2,-5,0.3
CCOC(=O)C1=C(c2ccccc2)OC(N)=C(C#N)C1C1CCCCC1 (centres undefined),-10,1,-40,2,-1,15,-4,23,-1.2,-60,-0.1
CCC(NC(=O)c1cc(COc2cncc(Cl)c2)on1)c1ccc(C)cc1 (centres undefined),-18,3,-34,0,-1,-4,-5,-20,1.1,3,0.5
CN(C)c1cccc(C(=O)OCC(=O)N(Cc2ccccc2)C2CCS(=O)(=O)C2)c1 (centres undefined),-35,21,-22,14,0,-4,-7,-120,-0.2,5,-0.1
CCCN(CC(=O)Nc1ccc(C)cc1Br)CC(=O)Nc1ccc(F)c(F)c1F,3,7,-10,-13,0,15,11,8,-0.2,14,0.6
COc1ccc(CNC(=O)C2CCCN2S(=O)(=O)c2ccccc2)cc1 (centres undefined),12,-4,-9,-19,2,9,9,8,0.3,1,-0.2
COc1ccc(C)cc1NC(=O)CN1CCCN(S(=O)(=O)c2ccc(Br)cc2)CC1,16,-6,-19,-4,3,4,6,12,1.8,34,0.0
COc1cccc(S(=O)(=O)Nc2ccc(C(=O)Nc3ccncc3)cc2)c1,26,18,3,-7,-1,19,14,16,-0.5,20,-0.1
CCOC(=O)c1c(C(=O)OCC)c(C)n(N2C(=O)CSC2=S)c1C,4,7,-9,-1,2,-16,12,15,-4.3,5,0.0
O=C(Nc1cccc(C(F)(F)F)c1)c1cccc(NS(=O)(=O)c2ccc(Br)c(C(=O)O)c2)c1,-11,-11,2,-7,0,0,8,10,0.4,-11,0.0
O=C(Nc1cccc(C2=NCCN2)c1)Nc1cccc(C2=NCCN2)c1,-11,-11,-17,2,0,-9,8,-5,-0.3,-14,0.0

# Some of these compounds in order of molecular weight, lowest first:
SMILES,Shn3 3UTR inh,CF NFkB inh,NR2E3 ag-1,KKLEB cytotox,NR2E3 ag-2,TWEAK-Fn14 inh,MITF TRPM1 inh,HIF-2a inh,hiPSC survival,Peg3 prom inh,aDG glyco up
CN(C)c1cccc(C(=O)OCC(=O)N(Cc2ccccc2)C2CCS(=O)(=O)C2)c1 (centres undefined),-35,21,-22,14,0,-4,-7,-120,-0.2,5,-0.1
CCCN(CC(=O)Nc1ccc(C)cc1Br)CC(=O)Nc1ccc(F)c(F)c1F,3,7,-10,-13,0,15,11,8,-0.2,14,0.6
O=C(Nc1cccc(C(F)(F)F)c1)c1cccc(NS(=O)(=O)c2ccc(Br)c(C(=O)O)c2)c1,-11,-11,2,-7,0,0,8,10,0.4,-11,0.0

# Other entries.
SMILES,Shn3 3UTR inh,CF NFkB inh,NR2E3 ag-1,KKLEB cytotox,NR2E3 ag-2,TWEAK-Fn14 inh,MITF TRPM1 inh,HIF-2a inh,hiPSC survival,Peg3 prom inh,aDG glyco up
Cc1cc(C)cc(C(=O)Nc2ccc(NC(=O)Cc3ccccc3)cc2)c1,12,-15,-10,12,3,-2,12,6,-1.8,12,0.2
COc1ccccc1Oc1ncnc2c1cnn2-c1ccccc1,-44,-5,-65,2,5,-33,-93,-280,0.2,-270,2.5
Cc1nn(CC(C)C)c(=S)[nH]c1=O,4,-3,-13,-1,-1,6,-13,0,-1.1,-9,-0.2
O=C(CNC(=O)Cc1ccccc1)NCC(=O)OCc1ccccc1,1,2,3,-3,-1,4,-2,9,-2.4,18,-0.2
CCOC(=O)c1c(NC(=O)CN2C(=O)NC3(CCCCC3C)C2=O)sc(C(=O)N(C)C)c1C (centres undefined),5,18,-33,1,0,-16,-2,9,0.3,10,0.0
CC(C)c1nnc(NC(=O)Cc2cccs2)s1,-9,0,-19,10,2,13,nt,-10,0.7,0,0.2
Cc1nc(SCC(=O)Nc2ccc(CN3CCCC3)cc2)c2c(C)c(C)sc2n1,-4,14,8,-24,-2,-29,77*,6,-0.5,85*,1.8
OC(c1cccc(Cl)c1)c1ncc(-c2cccc3ccccc23)[nH]1 (centres undefined),2,19,26,-8,nt,-4,nt,-3,8.9,29,0.6
CN(Cc1ccccc1F)C(=O)C1CCCN(C(=O)c2ccc(Cl)cc2)C1 (centres undefined),-1,13,1,-26,nt,-3,7,11,-0.5,15,-0.1
COc1cccc(C(=O)Nc2cc([N+](=O)[O-])ccc2N2CCN(C)CC2)c1,-5,0,0,-3,2,-30,15,-21,3.9,8,-0.7
CCOc1ccc(CNc2ncc(-c3ccccc3)n2C)cc1,-5,-3,-25,-4,3,9,6,-31,0.7,5,0.2
O=S(=O)(c1cnc[nH]1)N1CCN(c2ccccc2)CC1,10,6,18,-12,5,-5,nt,3,-1.3,10,-0.1
O=C(Nc1cccc(C(=O)O)c1)/C(=C\c1ccc2c(c1)OCO2)NC(=O)c1ccccc1Br,-7,-10,16,2,nt,-1,nt,11,-1.9,-4,0.4
O=C(COC(=O)c1ccncc1)Nc1cccc2ccccc12,-1,14,1,-18,nt,-11,9,20,0.1,10,-0.1
COc1ccc(CNC(=O)CSc2nc(SC)ns2)cc1,7,1,-17,-1,4,9,4,0,-0.4,6,0.0
O=C(Cc1ccccc1)Nc1ccc(CN2CCOCC2)cc1,-19,-1,-41,-7,1,-10,-62,-181,-1.0,-104,0.2
CCc1ccc(NC(=S)NC2CC3CCC(C2)N3Cc2ccco2)cc1 (centres undefined),24,5,-8,-4,0,-3,13,-9,-0.7,13,0.6
O=C(Nc1ccccc1)/C(=C/c1cccc(Br)c1)NC(=O)c1ccco1,-16,4,-1,-1,4,-17,-12,28,1.4,4,0.0
CCOC(=O)C1=C(O)/C(=C/c2ccc(OCC(=O)O)c(OC)c2)SC1=Nc1ccc(OCC)cc1,2,5,-16,1,1,-5,-1,24,-0.8,5,-0.2
COCCn1c(-c2ccc(OC)cc2)nc2oc3cc(OC)ccc3c(=O)c2c1=O,1,-7,-10,8,0,-6,-8,2,-0.6,2,0.0
O=C(Cc1c[nH]c2ccccc12)NCC(=O)Nc1ccc(F)c(F)c1F,13,3,-10,4,1,-2,8,11,-0.1,6,0.0
S=c1[nH]nc(-c2cccnc2)n1Cc1ccccc1,-1,18,-3,-1,2,-14,-10,2,1.0,7,-0.2
O=C(CSc1nnc(-c2ccco2)o1)NCCc1ccccc1,2,2,-3,11,1,-7,6,-3,-0.4,-1,0.2
N#CCSc1nnc(Nc2ccccc2)s1,-4,-30,-2,-10,-1,13,2,-4,-3.6,8,0.0
Cc1onc(-c2ccccc2)c1C(=O)N/N=C/c1ccc([N+](=O)[O-])c(O)c1,3,11,-9,-5,-2,7,3,5,0.0,8,0.1
Cc1cc(C)cc(OCC(=O)NC2=NCCS2)c1,4,3,-9,0,1,-7,-2,-64,1.3,-4,0.0
CCCCc1c(C)nc(N2CCCC2)[nH]c1=O,-33,-13,-20,-13,1,5,6,6,-0.7,20,-0.1
CCN(CC)c1ccc(NC(=O)CCc2nnc3ccc(N4CCCCC4)nn23)c(C)c1,3,9,-26,-8,0,-10,1,-2,5.8,-4,-0.1
COC(=O)c1cc(C(=O)OCC(=O)Nc2cc(C)on2)cc([N+](=O)[O-])c1,5,-14,-29,5,2,-5,5,18,-0.2,18,0.0
CCOc1ccc(NS(=O)(=O)c2ccc(Cl)c(C(=O)N(C)Cc3cccnc3)c2)cc1,16,7,9,-23,-2,-18,-1,13,8.3,17,0.3
COc1cccc(CN(C)C(=O)c2cc(-c3cccs3)nc3ccccc23)c1,2,-9,-1,-7,-3,22,-12,5,0.1,61*,-0.5
Cn1nc(-c2ccc(C(=O)N3CCN(Cc4ccccc4)CC3)cc2)c2ccccc2c1=O,38,-3,10,17,-5,25,15,17,2.9,15,1.1
CN1CCN(C(=O)C2=C[C@H](C(C)(C)C)C[C@H](OCCCCO)O2)CC1,-8,-6,-15,6,5,7,17,8,-1.2,1,0.0

# Screens from PubChem.
